High-throughput results deposited in PubChem BioAssay by National Center for Advancing Translational Sciences (NCATS).
ERG-DNA inh – inhibitors of human ERG Ets domain-DNA interaction; fluorescence polarization, His-ERG Ets domain / labelled DNA; Potency, µM (highest dose often 76.9 µM), for inactives: at the top dose FP activity, negative = inhibition, most hits filed as inhibitors; P11308; 0.028% of 370,000 active; active = well fitted inhibition curve with a large enough effect in the polarisation, with a control signal flat; inconclusive = small, poorly fitted or top-dose-only effect, or effect the other way, or a change in a side signal; inactive = no such curve, though single readings can be large or run the other way; the % refers to the polarisation;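 also: polarization taken with two DNA probes labelled with fluorescein and Texas red; potency is read from the fitted curve at half-maximal effect; % of control where 0% means no effect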
Target sequence (P11308 whole entry, looked up, the tested form may be a part): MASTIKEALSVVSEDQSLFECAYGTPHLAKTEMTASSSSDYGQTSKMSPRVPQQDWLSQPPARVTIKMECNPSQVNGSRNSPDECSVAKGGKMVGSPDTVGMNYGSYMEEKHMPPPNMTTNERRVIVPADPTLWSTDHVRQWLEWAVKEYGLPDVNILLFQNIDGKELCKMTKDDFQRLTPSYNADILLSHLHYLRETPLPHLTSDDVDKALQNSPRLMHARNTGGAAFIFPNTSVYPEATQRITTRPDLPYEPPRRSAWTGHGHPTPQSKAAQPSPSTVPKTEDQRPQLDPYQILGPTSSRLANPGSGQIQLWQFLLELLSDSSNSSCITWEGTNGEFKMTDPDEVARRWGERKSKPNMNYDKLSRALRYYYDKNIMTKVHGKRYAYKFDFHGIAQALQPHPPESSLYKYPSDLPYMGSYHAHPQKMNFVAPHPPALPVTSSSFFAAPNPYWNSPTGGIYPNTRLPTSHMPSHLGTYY
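His-tagged ERG Ets domain (1 uM in the protein solution; 300mM KCl, 50mM Tris-HCl, 1mM EDTA, 1mM DTT, pH 7.5) received compound, then a probe mix of 5 nM fluorescein-DNA and 100nM Texas-615-DNA. Fluorescence polarization was read for both dyes.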
APE1 inh – APE1 (human) endonuclease inhibition; Potency, µM (highest dose often 65.8 µM), inactives show top-dose activity change, negative = inhibition, actives largely listed as inhibitors; AID 2517; P27695; 0.35% of 350,000 active; recombinant APE1, TAMRA/BHQ-2 abasic DNA cleavage fluorescence;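 also: potency is read from the fitted curve at half-maximal effect; plate controls were vehicle for no effect and reference inhibitor for full effect; nearly all actives have a fitted effect of over 55% in size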
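Endonuclease cleavage of a quenched abasic-site DNA duplex (50 nM) by APE1 (0.75 nM) was tracked by TAMRA dequenching. Compounds were preincubated with enzyme 15 min at room temperature; data normalized to buffer-only and DMSO wells plus NSC13755 control.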
LDHA block – blocks human lactate dehydrogenase A; AID 1347041; purified LDHA, NADH/diaphorase-resazurin fluorescence; hits give low values; activity change, % (values are at about 110 or 230 µM); 0.15% of 480,000 active; P00338; in the data active = activity change below about -30%; inconclusive = mostly about -25% to -30%;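 also: plate controls were DMSO wells for no effect and wells without enzyme for full effect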
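Remaining NADH was detected by diaphorase (0.133 mg/mL) converting 37 µM resazurin to fluorescent resorufin, read at 0 and 20 minutes. The preceding 5-minute room-temperature reaction used 2 nM LDHA, 0.2 mM sodium pyruvate and 0.06 mM NADH at pH 7.4.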
ALOX12 inh – blocks human arachidonate 12S-lipoxygenase | purified 12hLO, xylenol orange hydroperoxide absorbance | Potency, µM (highest dose often 108 µM), for inactives: at the highest dose activity change, negative = inhibition, most hits filed as inhibitors | 1.1% of 580,000 active | P18054; also: potency is read from the fitted curve at half-maximal effect; % is scaled to controls: 0 for no effect and ±100 for the full control effect
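Purified human 12hLO (150 nM final) in 25 mM Hepes, 0.01% Triton X-100, pH 7.0 was preincubated 15 min at room temperature with compound. Then 40 uM arachidonic acid was added, 30 min. Hydroperoxide was read by Fe-XO absorbance ratio 573/405 nm.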
POLK inh – blocks human DNA polymerase kappa activity; Q9UBT6; purified Pol kappa, fluorescent DNA synthesis assay, 10 min; Potency, µM (series often up to 107 µM), inactives show top-dose activity, negative = inhibition, hits mostly inhibitors; 0.53% of 400,000 active; AID 588579; also: potency is read from the fitted curve at half-maximal effect; % is scaled to controls: 0 for no effect and ±100 for the full control effect
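Activity was followed as the change in fluorescence between reads at 0 and 10 min after starting the reaction with 50 nM substrate. Beforehand, 10 nM polymerase had been preincubated with compound for 15 min at room temperature.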
RGS4 inhibitor – inhibitors of human regulator of G protein signaling 4; P49798; Transcreener GDP fluorescence polarization, RGS4-accelerated GTP hydrolysis; Potency, µM (titrated, usually from 114 µM), without a hit: at the top dose activity change, negative = inhibition, most hits filed as inhibitors; 0.039% of 390,000 active; AID 504845; also: potency is read from the fitted curve at half-maximal effect; % is scaled to controls: 0 for no effect and ±100 for the full control effect; nearly all actives have a fitted effect of over 75% in size; some results filed as inactive show a strong effect at the top dose
Target sequence (P49798 whole entry, looked up): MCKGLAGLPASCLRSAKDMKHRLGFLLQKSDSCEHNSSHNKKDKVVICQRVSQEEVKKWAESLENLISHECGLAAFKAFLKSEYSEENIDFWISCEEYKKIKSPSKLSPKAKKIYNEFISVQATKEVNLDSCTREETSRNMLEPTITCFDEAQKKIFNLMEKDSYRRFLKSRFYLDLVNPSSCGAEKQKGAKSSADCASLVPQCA
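MLSMR compounds (23 nl, pin-transferred) preincubated 10 min at room temperature with a 500nM (2x) first reagent, then RGS4 at 900nM (2x) plus Transcreener GDP mix added; fluorescence polarization (620/688 nm) read before and after 90 min at 30 °C.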
Pol beta inh – inhibitors of human DNA polymerase beta; P06746; Pol beta primer extension/strand displacement, fluorescence kinetic; Potency, µM (series often up to 114 µM), without a hit: at the top dose activity change, negative = inhibition, most hits filed as inhibitors; 1.3% of 340,000 active; AID 485314; also: potency is read from the fitted curve at half-maximal effect; % is scaled to controls: 0 for no effect and ±100 for the full control effect
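Reaction started by 50 nM substrate onto compound-treated Pol beta (10 nM, 15 min preincubation, room temperature); plates read at 0 min and 10 min. Normalized concentration-effect data fitted by four-parameter Hill equation.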
Pol eta inh – DNA polymerase eta (human) inhibition; AID 588591; recombinant Pol eta, fluorescent DNA replication assay; Potency, µM (titrated, usually from 114 µM), for the others: at the top dose activity change, negative = inhibition, actives largely listed as inhibitors; 1.2% of 390,000 active; also: potency is read from the fitted curve at half-maximal effect; % is scaled to controls: 0 for no effect and ±100 for the full control effect
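Pol eta (10 nM) was preincubated with compounds for 15 min at room temperature, after which fluorescent replication substrate (50 nM final) was added to start the reaction. Fluorescence was read kinetically at 0 and 10 min.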
Apoferritin bind – binds horse apoferritin like a general anesthetic; P02791; apoferritin/1-aminoanthracene competitive binding, fluorescence; Potency, µM (highest dose often 77.5 µM), for inactives: top-dose activity change, negative = displacement, most hits filed as inhibitors; 0.074% of 350,000 active; also: potency is read from the fitted curve at half-maximal effect; % is scaled to controls: 0 for no effect and ±100 for the full control effect; nearly all actives have a fitted effect of over 20% in size
Target sequence (P02791 2-175 limits assumed): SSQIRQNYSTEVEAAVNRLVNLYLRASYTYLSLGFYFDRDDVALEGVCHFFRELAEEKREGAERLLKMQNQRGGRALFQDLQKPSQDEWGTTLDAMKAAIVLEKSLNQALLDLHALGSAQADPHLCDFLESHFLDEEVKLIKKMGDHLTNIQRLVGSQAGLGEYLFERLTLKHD
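Steps: apoferritin (10 uM) was premixed with half-saturated 1-AMA in PBS, compounds were pin-transferred, plates stood 10 min at room temperature, fluorescence was read at 380/535 nm, and curves were fitted with a Hill equation.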
Starred values were filed as active, the others as inactive; ? = inconclusive; / = not tested or not shown; [ ] = remark or other dose. Unless noted, calls follow the shape of the dose curve; as a rule, active = well fitted curve in the direction sought with a large enough effect; inconclusive = small, poorly fitted or top-dose-only effect, or another doubt; inactive = no such curve, though single readings can be large; an effect the other way counts as inactive or inconclusive.

Every second line gives: ERG-DNA inh	APE1 inh	LDHA block	ALOX12 inh	POLK inh	RGS4 inhibitor	Pol beta inh	Pol eta inh	Apoferritin bind
(1) CC(C)CCN1CCN(CCCn2cccn2)CC1CCO (centres undefined)
 : -3%	6%	-10	-6%	-5%	13%	26%	-13%	-4%
(2) NC(=O)COc1ccc(-c2noc(COc3ccc(Cl)cc3)n2)cc1
 : 1%	/	0	-18%	-11%	-26%	-10%	-14%	5%
(3) O=S(=O)(NCC(c1ccco1)N1CCN(c2ccccc2F)CC1)c1ccccc1 (centres undefined)
 : -5%	3%	-4	-24%	-5%	3%	-14%	-10%	-11%
(4) CCCCN(C(=O)Cc1ccc(S(=O)(=O)N2CCOCC2)s1)c1ccccc1
 : -5%	-18%	-7	2%	-11%	5%	/	-2%	/
(5) N#C/C(=C\c1ccncc1)c1nc2ccccc2o1
 : 17%	5%	5	398%[activator]	-4%	-21%	0%	-19%	0%
(6) CCCCOc1ccc(CNC(=O)NS(=O)(=O)c2ccc(OCC)cc2)cc1
 : -9%	-1%	-5	3%	-3%	-1%	0%	-3%	-15%
(7) CCN1CCN(c2cc(C)c3cc(NC(=S)N4CCC5(CC4)OCCO5)ccc3n2)CC1
 : -1%	0%	2	-5%	8%	11%	3%	-3%	-11%
(8) O=C(CC(=O)NCc1cccnc1)NCc1cccnc1
 : -10%	3%	-4	-13%	6%	-10%[11.4 µM]	8%	-18%	-14%
(9) O=C(NCC1CCCO1)c1cc2c(s1)CCCC2 (centres undefined)
 : 3%	39%	-4	8%	-34%	-15%	/	-35%	/
(10) Cc1nn(C)c2c1c(C(F)(F)F)cc(=O)n2C(C)C(=O)NCCC(C)C (centres undefined)
 : -20%	/	2	-2%	25%	6%	11%	-8%	-1%
(11) Cc1nc2ccc(NC(=O)c3ccc(Cl)c(S(=O)(=O)N(C)c4ccccc4)c3)cc2s1
 : 42%[activator]	-5%	-6	0%	-7%	-13%	2%	-4%	-5%
(12) Cc1ccc(S(=O)(=O)N2CCOCC2)cc1NC(=O)COC(=O)Cc1ccc(Cl)cc1
 : -3%	8%	-7	7%	-14%	0%	/	-16%	/
(13) COc1ccc(Cl)cc1C(=O)Nc1ccc(NC(C)=O)cc1
 : 0%	4%	-2	?	-1%	-4%	1%	-12%	-1%
(14) Cc1cccc(NC(=O)CCCN2C(=O)C(c3ccccc3)Oc3cccnc32)c1C (centres undefined)
 : -9%	-6%	-3	0%	6%	24%	9%	-3%	-1%
(15) COc1ccc(COC(=O)C2=C(C)NC(=O)NC2c2cc(Br)c(O)c(OC)c2)cc1 (centres undefined)
 : -3%	51%[activator]	-9	?	-13%	17%	8%	-20%	-6%
(16) COc1ccc(CNC(=O)c2ccc3c(c2)N(C)C(=O)CS3=O)cc1 (centres undefined)
 : -1%	-2%	0	-81%	4%	-27%	17%	-10%	?
(17) Cc1ccc(NC(=O)CSCC(=O)Nc2cc(Cl)ccc2N2CCOCC2)cc1
 : -2%	-3%	-5	1%	-4%	-17%	/	-23%	/
(18) O=C(Cn1nc(-c2ccccc2F)ccc1=O)NCc1ccc2c(c1)OCO2
 : 8%	18%	-6	-21%	2%	-4%	8%	-15%	?
(19) CCCCOC(=O)Nc1cc(OC)c(Cl)cc1OC
 : 0%	-4%	5	0%	-6%	-39%	-18%	-15%	-8%
(20) O=C(Nc1ccc(C(=O)N2CCOCC2)cc1)Nc1cccc(Cl)c1
 : 10%	21%	-1	1%	1%	-17%	22%	-10%	-8%
(21) CC(NC(=O)Cc1ccccc1)c1ccccc1 (centres undefined)
 : 1%	-9%	-3	0%	-11%	16%	30%	-9%	-12%
(22) O=C(NCC(c1ccc2c(c1)OCO2)N1CCN(c2ccccc2)CC1)c1ccccc1F (centres undefined)
 : 13%	/	-4	-6%	-3%[60.1 µM]	13%	13%	-12%	1%
(23) O=C(c1ccc(-c2cccc([N+](=O)[O-])c2)o1)N1CCN(c2ccc([N+](=O)[O-])cc2)CC1
 : -5%	-8%	-9	-27%	-7%	-24%	/	-4%	/
(24) CCCCCn1c(=N)c(S(=O)(=O)c2ccccc2)cc2c(=O)n3ccccc3nc21
 : 3%	/	-10	-13%	-3%	-6%	-3%	-11%	-10%
(25) COc1cc(-c2nnc(SC(C)C(=O)Nc3c(C)n(C)n(-c4ccccc4)c3=O)o2)cc(OC)c1OC (centres undefined)
 : 7%	0%	4	?	-2%	10%	25%	-18%	-9%
(26) CC(C)NS(=O)(=O)c1ccc(NC(=O)C(C)OC(=O)CCCOc2ccccc2)cc1 (centres undefined)
 : 7%	-15%	-2	4%	-12%	10%	/	-8%	/
(27) COc1ccc(N/C(N)=N/c2nc(C)cc(C)n2)c(OC)c1
 : 1%	4%	-6	1%	0%	-1%	-11%	-6%	-8%
(28) O=C(CCCn1c(=O)[nH]c2cc(Cl)ccc2c1=O)NC1CCCCCCC1
 : 0%	2%	-3	1%	-8%	13%	1%	-3%	-24%
(29) CCN(CC)CCNc1nc(-c2cccs2)c(CC(=O)O)s1
 : -7%	-2%	-20	?	-2%	7%	3%	11%	-6%
(30) O=C(CCN1CCN(c2ccccc2F)CC1)Nc1ccc(F)cc1
 : 15%	20%	-2	11%	3%	-6%	-22%	-21%	-6%
(31) COc1cccc(-n2c(C)nn(CCOc3ccccc3)c2=O)c1
 : 2%	2%	-5	0%	-9%	4%	24%	-15%	-8%
(32) CSCCC(NC(=O)c1ccccc1)C(=O)N1CCCCCCC1 (centres undefined)
 : 19%	7%	3	4%	11%	-10%	/	-8%	/
(33) CCOc1ccc(S(=O)(=O)N(CC)CC(=O)NC2CCS(=O)(=O)C2)cc1 (centres undefined)
 : -20%	6%	-10	-15%	6%	33%	/	-3%	/
(34) CCn1c(-c2ccc[nH]c2=O)nc2ccccc21
 : 1%	29%	1	?	7%	6%	11%	-10%	-1%
(35) CC(C)C[C@H](NC(=O)OC(C)(C)C)C(=O)N1CCC(C(=O)N[C@@H](Cc2ccccc2)C(=O)O)CC1
 : /	-2%	-3	-22%	-6%	21%	-4%	1%	-8%
(36) O=C(Nc1ccccc1[N+](=O)[O-])c1nc[nH]c1C(=O)NCCO
 : -4%	-3%	2	-2%	-6%	-34%	5%	-5%	-13%
(37) O=[N+]([O-])c1ccc(Cl)c(C[n+]2cccc3ccccc32)c1
 : 2%	4%	-1	-4%	-7%	-6%	17%	-11%	-4%
(38) O=C(Nc1ccn(CCCNCc2ccc3[nH]ccc3c2)c(=O)n1)OCc1ccccc1
 : 1%	/	-4	?	-14%	-4%	/	-11%	/
(39) Cc1ccnc(NS(=O)(=O)c2ccc(NC(=O)CN3C(=O)c4ccccc4S3(=O)=O)cc2)n1
 : -1%	8%	-3	-6%	-8%	4%	/	1%	/
(40) CCOc1ccc(CCNC(=O)C2CC(C)=CCC2C(=O)O)cc1OCC (centres undefined)
 : -4%	36%	-13	-4%	-26%	10%	25µM*	28µM*	-2%

Compounds above that contain a furan ring, fused or not:
Every second line gives: ERG-DNA inh	APE1 inh	LDHA block	ALOX12 inh	POLK inh	RGS4 inhibitor	Pol beta inh	Pol eta inh	Apoferritin bind
(3) O=S(=O)(NCC(c1ccco1)N1CCN(c2ccccc2F)CC1)c1ccccc1 (centres undefined)
 : -5%	3%	-4	-24%	-5%	3%	-14%	-10%	-11%
(23) O=C(c1ccc(-c2cccc([N+](=O)[O-])c2)o1)N1CCN(c2ccc([N+](=O)[O-])cc2)CC1
 : -5%	-8%	-9	-27%	-7%	-24%	/	-4%	/

(list continues)
Every second line gives: ERG-DNA inh	APE1 inh	LDHA block	ALOX12 inh	POLK inh	RGS4 inhibitor	Pol beta inh	Pol eta inh	Apoferritin bind
(41) CSC1=C(C#N)C(C)CC(=O)N1 (centres undefined)
 : 3%	-2%	-3	5%	-5%	13%	5%	-17%	0%
(42) CN(CCCN1CCOCC1)Cc1nc(-c2ccccc2)no1
 : 1%	-1%	-3	-2%	9%	-15%	23%	-17%	-3%
(43) CC(C)N=C1NN=C(c2ccc(F)cc2)CS1
 : 19%	6%	0	-17%	3%	?	2%	-17%	-24%
(44) O=C(NNC(=O)c1cccs1)c1cccc(F)c1
 : 7%	-42%	-1	11%	-22%	3%	7%	1%	6%
(45) C/C(=N/NC(=O)c1ccc2c(c1)OCO2)c1ccc(NC(=O)c2ccc(F)cc2)cc1
 : 2%	-2%	-8	8%	-4%	-15%	22%	-11%	-3%
(46) Fc1ccc(Nc2nc(SCc3ccccc3Cl)nc3ccccc23)cc1
 : 2%	/	-5	-21%	-9%[60.1 µM]	12%	5%	-14%	184%[activator]
(47) CCO/C(C)=N/n1c2nc3ccccc3nc2c2c(=O)n(CC(C)C)c(C)nc21
 : -7%	1%	-1	-5%	-24%	6%	36%	-13%	-8%
(48) O=C(Nc1cccc(NC(=O)c2ccco2)n1)c1ccco1
 : 3%	23%	-4	-21%	-1%	-3%	-25%	-15%	2%
(49) COc1ccc(OCc2nnc(NC(=O)Nc3ccccc3F)s2)cc1
 : -6%	2%	-5	-1%	16%	-6%	20%	-9%	1%

Only part of the results is shown; the hit share may differ from the screen's.
